# KB-3-1 tox: qHTS assay for MDR1-selective chemotherapeutics: Primary screen using the parental adenocarcinoma cell KB-3-1; 400,000 compounds, 1.4% hits; Potency, µM (highest dose often 46.1 µM), for inactives: at the top dose activity change, negative = cytotoxic, hits mostly cytotoxic; AID 1347075, 2019; KB-3-1 viability, CellTiter-Glo ATP luminescence, 72 h; further: potency means the concentration at half of the fitted maximal effect; on the % scale 0 is the no-effect control and ±100 the full control effect; nearly all actives have a fitted effect of over 60% in size
#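 KB-3-1 parental drug-naive adenocarcinoma cells in DMEM/10% FBS, incubated 72 h at 37 C with pin-transferred compounds across a concentration series. Viability by CellTiter-Glo luminescence; concentration-response curves fitted after normalization.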
# IL-1B inflam inh: qHTS for Inhibitors of Inflammasome Signaling: IL-1-beta AlphaLISA Primary Screen | THP-1 LPS/ATP IL-1B secretion, AlphaLISA, 16 h; active compounds read low | activity change, % at 57.5 µM | 360,000 compounds, 4.7% hits | AID 743279, 2014; in the data active means activity change below about -50%; inconclusive means mostly about -30% to -49%; further: on the % scale 0 is the no-effect control and ±100 the full control effect
#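 THP-1 cells pretreated 1 hr with compounds (up to 57.5 uM final), then stimulated with LPS (250 ng/mL final) plus ATP (1.25 mM final); secreted IL-1B measured by AlphaLISA after 16 hr, decreased signal indicating inhibition.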
# DRD3 agonist: qHTS of D3 Dopamine Receptor Agonist: qHTS; D(3) dopamine receptor (Homo sapiens), P35462; D3R DiscoveRx beta-arrestin cells, luminescence, 90 min; max activation, %; 410,000 compounds, 0.58% hits; in the data active means max activation above about 30%; further: 0% is about no effect; mostly tested at two doses, the higher about 12 µM
# Target sequence (P35462 whole entry, looked up): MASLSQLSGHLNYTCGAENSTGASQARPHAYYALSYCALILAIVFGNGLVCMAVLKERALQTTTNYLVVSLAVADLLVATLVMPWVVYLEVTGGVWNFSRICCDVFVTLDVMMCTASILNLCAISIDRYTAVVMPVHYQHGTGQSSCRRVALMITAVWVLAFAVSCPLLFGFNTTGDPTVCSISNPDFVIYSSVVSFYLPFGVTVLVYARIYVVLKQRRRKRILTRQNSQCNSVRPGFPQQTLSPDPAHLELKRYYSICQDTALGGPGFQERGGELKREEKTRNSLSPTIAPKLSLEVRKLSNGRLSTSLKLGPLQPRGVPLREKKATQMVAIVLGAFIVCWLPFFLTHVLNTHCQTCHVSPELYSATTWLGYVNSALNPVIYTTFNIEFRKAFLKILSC
#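 Agonist mode: compounds and dopamine controls were applied to plated cells for 90 min at 37 degrees C after an overnight attachment at 1500 cells/well. Luminescent read-out followed 30 - 60 minutes at room temperature with DiscoveRx detection reagent.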
# D3 antag: qHTS of D3 Dopamine Receptor Antagonist: qHTS. D(3) dopamine receptor (Homo sapiens), P35462. AID 652054, 2013. 360,000 compounds, 2.5% hits. max response, negative = inhibition, %. D3R cells, DiscoveRx beta-arrestin luminescence, antagonist mode; active compounds read low; in the data active means max response below about -50%; inconclusive means no clear call, values can overlap the other calls; further: on the % scale 0 is the no-effect control and ±100 the full control effect; mostly tested at two doses, the higher about 12 µM
#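 Cells plated overnight at 1500 cells/well, then exposed to library compounds with dopamine controls for 90 minutes at 37 degrees C. DiscoveRx reagent added for 30–60 minutes at room temperature; luminescence read, quantitative HTS format.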
# HT1080NT lethal: qHTS for induction of synthetic lethality in tumor cells producing 2HG: qHTS for the HT-1080-NT fibrosarcoma cell line; HT-1080-NT fibrosarcoma viability, CellTiter-Glo ATP luminescence, 48 h; 360,000 compounds, 1.6% hits; AID 686970, 2013; Potency, µM (top dose mostly 46.1 µM), for inactives: top-dose activity, negative = less viability, most hits filed as cytotoxic;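 further: NT is the 2HG producing partner of a matched IDH1 knockdown line; potency means the concentration at half of the fitted maximal effect; 0% = DMSO-treated cells and -100% = media-only wells without cells; nearly all actives have a fitted effect of over 55% in size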
#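 Viability of the 2HG-overproducing fibrosarcoma line after 48 hours of compound exposure at 37 degrees C was determined by luminescence with CellTiter-Glo, and concentration-effect curves were then fitted and categorized.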
# HT1080 IDH1KD tx: qHTS for induction of synthetic lethality in tumor cells producing 2HG: qHTS for the HT-1080-IDH1KD cell line; 360,000 compounds, 2% hits; HT-1080 IDH1 knockdown viability, ATP luminescence, 48 h; Potency, µM (doses to about 46.1 µM), without a hit: top-dose activity, negative = toxicity, hits mostly cytotoxic;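 further: potency means the concentration at half of the fitted maximal effect; 0% = DMSO wells and -100% = cell-free medium wells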
#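 Knockdown cells (IDH1KD HT-1080) received compounds 2 h after plating at 750 cells/well and were kept 48 h at 37 °C in 5% FBS RPMI. A CellTiter-Glo luminescence read gave % activity for curve fitting.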
# KB-V1 cytotox: qHTS assay for MDR1-selective chemotherapeutics: Primary screen using the drug-selected MDR subline cells KB-V1; Potency, µM (titrated, usually from 46.1 µM), for the others: top-dose activity change, negative = cytotoxicity, most hits filed as cytotoxic; AID 1347076, 2019; 400,000 compounds, 3.4% hits; KB-V1 MDR cells viability, CellTiter-Glo, 72 h; further: potency means the concentration at half of the fitted maximal effect; on the % scale 0 is the no-effect control and ±100 the full control effect; nearly all actives have a fitted effect of over 60% in size
#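 Cytotoxicity toward P-gp-expressing KB-V1 cells was determined as loss of CellTiter-Glo luminescence after 72 h at 37 degrees C. Compounds were tested in quantitative HTS format across a concentration range, with curves fitted to normalized data.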
# GLP1R ag: qHTS of GLP-1 Receptor Agonists. Glucagon-like peptide 1 receptor (Homo sapiens), P43220. Potency, µM (highest dose often 45.6 µM), without a hit: at the highest dose activation, actives largely listed as activators. 380,000 compounds, 0.007% hits. HEK293 GLP-1R CRE-luciferase, luminescence, 4-6 h; cells express a hypersensitive GLP-1R form; further: potency means the concentration at half of the fitted maximal effect; % of control where 0% means no effect
# Target sequence (P43220 whole entry, looked up): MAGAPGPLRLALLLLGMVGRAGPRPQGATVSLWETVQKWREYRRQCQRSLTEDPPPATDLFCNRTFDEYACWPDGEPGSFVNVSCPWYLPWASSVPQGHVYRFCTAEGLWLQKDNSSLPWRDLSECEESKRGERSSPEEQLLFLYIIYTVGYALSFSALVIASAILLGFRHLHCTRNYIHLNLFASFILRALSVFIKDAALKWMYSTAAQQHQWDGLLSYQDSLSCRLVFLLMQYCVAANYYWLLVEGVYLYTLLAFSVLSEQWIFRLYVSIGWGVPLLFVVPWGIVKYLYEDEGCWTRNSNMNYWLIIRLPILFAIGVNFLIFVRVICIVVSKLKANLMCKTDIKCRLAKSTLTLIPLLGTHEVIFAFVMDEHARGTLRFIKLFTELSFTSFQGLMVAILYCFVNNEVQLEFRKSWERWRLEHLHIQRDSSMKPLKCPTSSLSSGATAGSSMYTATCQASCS
# SW480 rereplic: A quantitative high throughput screen for small molecules that induce DNA re-replication in SW480 colon adenocarcinoma cells; SW480 DNA re-replication, Hoechst DNA content imaging, 48 h; Potency, µM (doses to about 46.1 µM), inactives show at the highest dose re-replication activation, hits mostly activators; 340,000 compounds, 1.8% hits; further: potency means the concentration at half of the fitted maximal effect; % of control where 0% means no effect; nearly all actives have a fitted effect of over 55% in size
#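 Image-based DNA-content assay: after two days of treatment, nuclei were labelled with the DNA dye Hoechst and imaged, and hits were compounds raising the count of nuclei showing high fluorescence intensity.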
# * hit, by the source's call; ? = inconclusive; · = not tested or not shown; [ ] = remark or other dose. Unless noted, the call rests on the fitted dose curve; in most records, active means well fitted curve in the direction sought with a large enough effect; inconclusive means small, poorly fitted or top-dose-only effect, or another doubt; inactive means no such curve, though single readings can be large; an effect the other way counts as inactive or inconclusive.
SMILES,KB-3-1 tox,IL-1B inflam inh,DRD3 agonist,D3 antag,HT1080NT lethal,HT1080 IDH1KD tx,KB-V1 cytotox,GLP1R ag,SW480 rereplic
CSc1cccc(NC(=O)C2CCN(C(=O)c3ccccc3C)CC2)c1,10%,?,0,7,-23%,-2%,-8%,3%,-3%
CC(NS(C)(=O)=O)C(c1cccs1)N1CCN(Cc2ccccc2)CC1 (stereo not given),-1%,8,-7,?,-6%,3%,-13%,-1%,-9%
CCN(CC)c1ccc(N=Cc2ccccc2[N+](=O)[O-])cc1,-28%,-5,-8,-11,-26%,?,-5%,8%,2.6µM*
Cc1csc(NC(=O)C2CCN(C(=O)CSc3nnc(C)n3Cc3ccccc3)CC2)n1,0%,9,-4,5,2%,1%,0%,-5%,16%
NC(=O)c1ccc(NC(=O)CSC(=O)c2ccccc2)cc1,?,11,-3,?,0%,0%,25%,-4%,-11%
Cc1c(NC(=S)NCc2ccc(F)cc2)cccc1[N+](=O)[O-],-3%,15,-2,-19,5%,5%,-19%,1%,2%
O=C(NC1CCS(=O)(=O)C1)c1ccc(Br)s1 (stereo not given),-24%,10,-3,-6,9%,9%,4%,-2%,-1%
CC(C)Oc1ccc(OCCCN2CCCCCC2)cc1,0%,10,-7,-84*,-11%,-3%,3%,-2%,4%[9.22 µM]
Cc1cc2c(c(C)c1CCO[C@@H]1O[C@H](CO)[C@@H](O)[C@H](O)[C@H]1O)C(=O)[C@@H](C)[C@@H]2O,?,-8,14,-28,-1%,8%,-28%,0%,-2%
CCc1ccc(C(O)(CC)C(CN2CCOCC2)c2ccccc2)cc1 (stereo not given),-2%,-20,-4,-11,?,-15%,?,2%,9%
Cc1noc(C)c1C(=O)N1CCN(c2ccc(OCc3ccccc3)cc2)CC1,?,-11,0,8,-10%,4%,15µM*,6%,-11%
CC(C)(C)c1ccc(C(=O)NCCC(=O)Nc2cc(Cl)ccc2N2CCOCC2)cc1,1%,-12,0,35,-25%,-29%,-9%,7%,-3%
Cc1ccc2nc(NC(=O)C3CCN(C(=O)c4ccc(F)cc4)CC3)sc2c1,?,-8,1,6,-2%,-2%,?,-4%,-5%
COc1ccc(-c2ccc(C#N)c(SCC(=O)NCCc3ccccc3)n2)cc1OC,-1%,-21,-3,-6,1%,3%,6%,-3%,3%
CC(C)=CCC[C@H](C)CC1Cc2[nH]c(=S)[nH]c(=O)c2C(c2ccc(Cl)cc2)O1 (stereo not given in full),-29%,-20,-10,?,?,16µM*,?,-1%,·
O=C(c1ccc(NS(=O)(=O)c2cccs2)cc1)N1CCOCC1,0%,-9,0,3,2%,8%,24%,-2%,-4%
COc1ccc(-c2nn(C)c(=O)c3ccccc23)cc1CNS(C)(=O)=O,-9%,1,4,-22,4%,2%,-2%,14%,-7%[9.22 µM]
O=C(CSc1nnc(CNc2ccc(F)cc2)n1Cc1ccccc1)NCc1ccccc1,0%,19,7,6,3%,-17%,-8%,-1%,4%
CC(C)(C)OC(=O)C[C@H]1C/C=C\C[C@H](CC(=O)N(CCO)Cc2ccccc2)C(=O)N[C@H](C(C)(C)C)COC1=O,5%,-3,-4,-19,22%,-3%,-7%,-7%,1%
CCOC(=O)C1=C(C)N(CCCC(=O)O)C(=O)NC1c1ccc(Cl)cc1Cl (stereo not given),0%,19,24,0,17%,12%,-13%,8%,-3%
Cc1ccc(S(=O)(=O)N2C[C@H]3[C@H]4C(=O)N(c5ccccc5)C(=O)[C@H]4CC(=O)[C@H]3[C@@H]2c2ccccc2F)cc1,0%,22,5,13,21%,9%,0%,-5%,·
CC1(C)CN(Cc2ccccc2)C(=O)[C@H]1CC(=O)Nc1ccc(Br)cc1,-1%,-16,0,-8,1%,10%,?,8%,·
Nc1cccc(NC(=O)CCC(=O)NCc2ccco2)c1,0%,4,0,-17,19%,4%,0%,-13%,7%
O=C(c1ccco1)N1CCN(C(=O)C2CC2)CC1,2%,3,1,0,14%,18%,1%,-4%,?
CN1C(=O)Cc2cc(S(=O)(=O)N3CCOCC3)ccc21,14%,0,-2,5,22%,27%,9%,-2%,-6%
CC(C)Oc1cccc(C(=O)NC(=S)Nc2cccc(C(F)(F)F)c2)c1,-24%,-9,-19,0,?,-9%,-12%,-13%,8%
CCOc1ccccc1NC(=O)NNS(=O)(=O)c1cc(C)ccc1C,6%,48,1,4,13%,16%,25%,0%,-9%
COc1ccc(-c2cc(=O)oc3c(C)c(OCc4nn[nH]n4)ccc23)cc1,15%,0,1,?,15%,7%,2%,-13%,-1%
N#CC1(NC(=O)COc2ccc3ccc(=O)oc3c2)CCCCC1,13%,-12,-6,4,15%,6%,-3%,-10%,-4%
CC(=O)Oc1ccccc1C1OCCN1C(C)=O (stereo not given),5%,1,1,-7,12%,15%,-2%,-4%,-5%

# Rewritten with each value named: 2 of the compounds above
> O=C(c1ccco1)N1CCN(C(=O)C2CC2)CC1
  KB-3-1 tox: 2% | IL-1B inflam inh: 3 | DRD3 agonist: 1 | D3 antag: 0 | HT1080NT lethal: 14% | HT1080 IDH1KD tx: 18% | KB-V1 cytotox: 1% | GLP1R ag: -4% | SW480 rereplic: ?
> CN1C(=O)Cc2cc(S(=O)(=O)N3CCOCC3)ccc21
  KB-3-1 tox: 14% | IL-1B inflam inh: 0 | DRD3 agonist: -2 | D3 antag: 5 | HT1080NT lethal: 22% | HT1080 IDH1KD tx: 27% | KB-V1 cytotox: 9% | GLP1R ag: -2% | SW480 rereplic: -6%

# Next part.
SMILES,KB-3-1 tox,IL-1B inflam inh,DRD3 agonist,D3 antag,HT1080NT lethal,HT1080 IDH1KD tx,KB-V1 cytotox,GLP1R ag,SW480 rereplic
O=C(CCN1C(=O)/C(=C\c2ccccc2)SC1=S)NNC(=O)c1cccnc1,3%,17,7,5,-2%,1%,7%,4%,3%
Cc1cc(=O)cc(C)n1-c1ccccc1N,0%,0,0,6,1%,16%,-2%,-7%,-6%
O=C(NNS(=O)(=O)c1ccc2ccccc2c1)C1CCN(Cc2ccccc2)CC1,-4%,-25,-12,-19,-17%,-7%,?,5%,13%
CCCO/N=C1/C(=O)N(c2ccccc2)c2ccccc21,-2%,?,-8,-21,-4%,-5%,-13%,27%,1%
COc1cc(OC)c(/C=N/NC(=O)Cn2nc([N+](=O)[O-])cc2C)c(OC)c1,-2%,3,-13,15,-4%,-4%,-10%,0%,-18%
COc1cccc(-c2ncc3ccccc3c2COC(=O)c2ccc(Br)cc2)c1,-2%,12,-35,?,-17%,0%,-9%,-8%,-15%[9.22 µM]
CCOC(=O)/C(=C\c1cccc(O)c1)c1nc2sc(C)c(C)c2c(=O)[nH]1,?,-102*,-32,-58*,?,?,?,-4%,?
COc1cccc(NC(=S)NCc2ccccn2)c1,-5%,-7,2,-7,12%,7%,-34%,0%,?
CSc1ncccc1C(=O)OCC(=O)c1ccc2c(c1)NC(=O)CO2,1%,0,-3,-2,-9%,0%,-5%,-4%,?
Cn1c(OCc2cccnc2)nc2c1c(=O)n(Cc1ccc(F)cc1)c(=O)n2C,-17%,10,3,25,0%,1%,-4%,-3%,5%
Cc1csc(NC(=O)CSc2nc3nc(C)cc(C)n3n2)n1,0%,13,3,25,-5%,-12%,0%,2%,-3%
COc1ccc(NC(=O)Cn2nnc(C(=O)NCc3ccc(C)cc3)c2N)cc1Cl,10%,30,5,0,-21%,?,24%,-4%,-23%
COc1ccc(C2c3c(-c4cc(Cl)c(C)cc4O)n[nH]c3C(=O)N2Cc2cccnc2)cc1OC (stereo not given),7%,?,10,6,-6%,-2%,?,27%,5%
CCN(CC(=O)NCc1ccc(Cl)cc1)C(=O)c1c(C)noc1C,1%,9,3,-27,0%,4%,-24%,14%,-5%
Cc1cc(C)cc(NC(=S)/C(=C(\[O-])c2ccc(Cl)cc2Cl)[n+]2ccc(C(C)(C)C)cc2)c1,1%,3,0,13,-11%,1%,-5%,5%,2%
Nc1ccccc1C#CCCCCO,4%,30,9,-21,-2%,-10%,?,11%,1%
CC(C)(C)OC(=O)NCCc1nnc(SCC(=O)Nc2ccc(Br)cc2)o1,1%,9,6,9,0%,-6%,-1%,6%,-8%
Cc1ccc(S(=O)(=O)N2CCCC2CNC(=O)C(=O)NCCN2CCOCC2)cc1 (stereo not given),16%,19,2,14,6%,0%,13%,1%,-2%
COc1ccccc1-n1c(-c2ccc(Cl)cc2)c[nH]c1=S,1%,24,2,16,8%,4%,-15%,-5%,-8%
O=C(CCC(=O)c1cccs1)NNC(=O)c1ccccc1O,-5%,13,-16,-2,-1%,-14%,?,-5%,0%
O=C(NCc1ccc2c(c1)OCO2)c1cc(-c2ccccn2)nc2ccccc12,?,-82*,-4,0,1%,-4%,-20%,10%,-5%
CCN(CC)CCCNC(=O)C1c2cc(OC)c(OC)cc2C(=O)N(C)C1c1cccnc1 (stereo not given),5%,16,-8,20,1%,2%,0%,-5%,-8%
Cc1ccccc1NC(=O)c1cc([N+](=O)[O-])ccc1NCCN1C(=O)CCC1=O,26%,-4,-14,?,-7%,-8%,-24%,8%,0%
Cc1cc(NC(=O)COc2ccc3c(C)c(C)c(=O)oc3c2)no1,-1%,-7,5,19,11%,9%,30%,-8%,·
COc1ccc(Nc2cc(C)nc(N3CCOCC3)n2)cc1,-2%,26,1,-2,-1%,-8%,8%,31%,1%
Cc1ccc(S(=O)(=O)N(CCC(=O)NCc2ccc(S(N)(=O)=O)cc2)c2ccccc2)cc1,-2%,-13,-2,17,5%,1%,?,-3%,?
